# aSyn yeast inh – alpha-synuclein toxicity inhibition in yeast; Yeast expressing alpha-synuclein, growth rescue, BacTiter-Glo, 24 h; Potency, µM (highest dose often 46.1 µM), without a hit: at the top dose growth rescue (activation), actives largely listed as activators; 0.14% of 370,000 active; further: % of control where 0% means no effect; nearly all actives have a fitted effect of over 65% in size
#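 Readout is rescue of growth in alpha-synuclein-expressing yeast, so inhibitors of toxicity appear as activators. Growth after 24 hr at 30 deg C in galactose medium is quantified by luminescence.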
# FUS yeast rescue – rescues growth of FUS-expressing yeast | S. cerevisiae FUS-expressing, growth rescue, OD600, 24 h | 0.24% of 390,000 active | Potency, µM (highest dose often 76.6 µM), for the others: at the highest dose growth rescue (activation), most hits filed as activators;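 further: plate controls were DMSO vehicle for no effect and reference control for full effect; nearly all actives have a fitted effect of over 55% in size; some results filed as inactive show a strong effect at the top dose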
#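 Compound concentration series was pinned onto galactose-induced FUS-expressing yeast seeded at OD 0.005. Plates sat 24hr at 30C; absorbance at 600 nm gave growth. DMSO served as background control.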
# EPAC2 agonist – agonists of human EPAC2 (RAPGEF4); Potency, µM (titrated, usually from 154 µM), inactives show at the top dose activation, usual class: activators; AID 720711; 0.079% of 360,000 active; Q8WZA2; EPAC2 activation, biochemical qHTS; response scale: 100% = 6.5 mM cAMP response; further: nearly all actives have a fitted effect of over 50% in size
#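 qHTS, titration series. 100 nM EPAC2 / 250 nM Rap1B-BODIPY-GDP / 50 uM GDP; RT; ex 480/em 540 nm, 5-min reads to 30 min. Norm. to 6.5 mM cAMP = activation.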
# PTHR1 agonist – PTHR1 (human) receptor agonism | Q03431 | HEK293 GP2 PTHR1 cells, GloSensor cAMP luminescence, 1 h | Potency, µM (highest dose often 115 µM), without a hit: at the top dose activation, usual class: activators | 0.075% of 410,000 active | AID 743266; further: nearly all actives have a fitted effect of over 55% in size; some results filed as inactive show a strong effect at the top dose; inactives centre near -15; many of its hits are not listed in these tables
# Target sequence (Q03431 whole entry, looked up): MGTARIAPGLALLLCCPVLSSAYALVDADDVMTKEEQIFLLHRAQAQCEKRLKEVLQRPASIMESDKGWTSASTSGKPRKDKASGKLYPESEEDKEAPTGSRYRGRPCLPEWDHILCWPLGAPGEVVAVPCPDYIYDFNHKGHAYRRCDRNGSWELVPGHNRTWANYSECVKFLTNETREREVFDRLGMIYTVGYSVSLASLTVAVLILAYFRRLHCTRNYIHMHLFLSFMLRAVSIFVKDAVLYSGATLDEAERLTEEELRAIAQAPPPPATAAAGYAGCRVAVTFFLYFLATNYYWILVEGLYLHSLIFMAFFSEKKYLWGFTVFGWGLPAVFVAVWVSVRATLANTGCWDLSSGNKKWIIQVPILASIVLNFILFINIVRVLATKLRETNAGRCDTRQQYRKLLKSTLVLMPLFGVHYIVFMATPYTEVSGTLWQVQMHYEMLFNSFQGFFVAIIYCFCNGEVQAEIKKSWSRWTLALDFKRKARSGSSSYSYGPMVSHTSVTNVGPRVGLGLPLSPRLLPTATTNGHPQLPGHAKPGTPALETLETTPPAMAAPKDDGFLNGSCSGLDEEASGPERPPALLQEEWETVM
#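 HEK-293-derived GP2 cells expressing PTHR1 and a GloSensor cAMP reporter, 3,000/well, plated overnight, given luciferin plus IBMX (each 0.5 mM as added) for 1 h at 37 °C, then compound for 1 h at 37 °C. Luminescence was read after 15 min at room temperature.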
# EPAC1 antagonist – antagonists of human EPAC1; EPAC1 GEF assay, Rap1b-BODIPY-GDP exchange fluorescence; Potency, µM (doses to about 115 µM), for inactives: at the top dose activity change, negative = inhibition, hits mostly inhibitors; 0.14% of 360,000 active; AID 720709;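 further: plate controls were vehicle for no effect and positive control for full effect; nearly all actives have a fitted effect of over 50% in size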
# EPAC1 agonist – agonists of human EPAC1 | EPAC1 agonist qHTS, biochemical assay; response scale: 100% = response to 6.5 mM cAMP | O95398 | 0.073% of 360,000 active | Potency, µM (series often up to 154 µM), for inactives: at the highest dose activation, usual class: activators; further: nearly all actives have a fitted effect of over 60% in size
#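 Normalized to 6.5 mM cAMP, activity reflects EPAC1-catalysed release of BODIPY-GDP from Rap1B, followed kinetically over 30 min at 480 nm excitation, 540 nm emission. Reaction contained 100 nM EPAC1, 250 nM Rap1B-BODIPY-GDP, 50 uM GDP.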
# TDP43 rescue – rescues yeast growth from TDP-43 toxicity | TDP-43 expressing yeast growth rescue, BacTiter-Glo, 24 h | Potency, µM (top dose mostly 46.1 µM), inactives show at the top dose growth rescue (activation), hits mostly activators | 1.8% of 410,000 active; further: % of control where 0% means no effect; nearly all actives have a fitted effect of over 50% in size
#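 Yeast expressing TDP-43 (pregrown in raffinose, seeded at OD600=0.02 in galactose medium) exposed to compounds 24 hr at 30 deg C. Growth read by BacTiter-Glo luminescence; rescue of toxicity appears as increased signal.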
# EPAC2 antag – antagonists of human EPAC2; Potency, µM (series often up to 114 µM), inactives show top-dose activity, negative = inhibition, most hits filed as inhibitors; 0.18% of 360,000 active; EPAC2 GEF exchange of Rap1B-BODIPY-GDP, fluorescence; Q8WZA2; further: on the % scale 0 is the no-effect control and ±100 the full control effect; nearly all actives have a fitted effect of over 45% in size; many of its hits are not listed in these tables
# Numbers without * were called inactive; i = inactive; ? = inconclusive; nt = not tested or not shown; [ ] = another dose, or the depositor's remark. The call rests on the fitted dose curve; in most records, active means well fitted curve in the direction sought with a large enough effect; inconclusive means small, poorly fitted or top-dose-only effect, or another doubt; inactive means no such curve, though single readings can be large; an effect the other way counts as inactive or inconclusive. Potency means the concentration at half of the fitted maximal effect. Some of the compounds tested; the hit share may differ from the screen's.
SMILES,aSyn yeast inh,FUS yeast rescue,EPAC2 agonist,PTHR1 agonist,EPAC1 antagonist,EPAC1 agonist,TDP43 rescue,EPAC2 antag
O=C(c1ccc(Cl)c(S(=O)(=O)N2CCCC2)c1)N1CCN(Cc2ccccc2)CC1,9%,0%,-6%,-20%,5%,-3%,-27%,7%
N/C(=N\OC(=O)/C=C/c1ccccc1)c1cccnc1,-8%,-29%,12%,-18%,6%,11%,16%,7%[57.1 µM]
O=C(COc1ccc([N+](=O)[O-])cc1)N(C1CCCCC1)C1CCS(=O)(=O)C1 (stereo not drawn),4%,-1%,6%,-2%,-10%,6%,-15%,-2%
Cc1cc(/C=C(\C#N)C(=O)NCc2ccccc2)c(C)[nH]1,-3%,-8%,9%,i,11%,7%,14%,10%
COc1ccc(C(=O)Nc2ccc(Cl)cc2C(=O)N2CCCC(C)C2)cc1OC (stereo not drawn),-5%,59%,9%,i,5%,9%,-5%,6%
COC(=O)Cc1ccc(NC(=S)N2CCN(c3ccc(F)cc3)CC2)cc1,1%,nt,-2%,-30%[inhibitor],-6%,-10%,24%,6%
COc1ccccc1NC(=O)CN(Cc1ccco1)C(=O)c1ccc(-n2nc(C)cc2C)cc1,-1%,27%,4%,i,8%,7%,-13%,-1%
COc1ccccc1/C=N/N(C(C)=O)c1nc(-c2ccc(F)cc2)cs1,0%,24%,4%,i,18%,-1%,3%,26%
COCCNC(=O)COc1ccccc1Cl,3%,-23%,-2%,-16%[57.5 µM],-3%,-1%,1%,15%[57.1 µM]
O=[N+]([O-])C1=CC=C2C(=NC3(CCCCC3)N2O)C1=NC1CCCCC1,0%,-6%,-1%,-20%[57.5 µM],1%,-6%,-3%,8%
O=C(O)/C=C\c1ccccc1Oc1cccc(Cl)c1,?,-8%,4%,i,6%,9%,7%,-9%
O=C(Oc1ccc2c(c1)OCC2=O)c1ccccc1,15%,5%,13%,i,-7%,4%,0%,1%
O=C(NN=C1CCCC1)c1cccs1,4%,nt,6%,-20%,-1%,5%,-1%,4%
O=c1c(-c2ccccc2)c(O)nc2ccccn12,-7%,?,11%,i,3%,15%,-13%,-4%
Cc1cc(NC(=O)C(C)SCC(=O)Nc2cc(C(F)(F)F)ccc2N2CCOCC2)no1 (stereo not drawn),4%,-1%,8%,-3%,-17%,-2%,-3%,-2%

# Reformatted: results already given.
Compound	aSyn yeast inh	FUS yeast rescue	EPAC2 agonist	PTHR1 agonist	EPAC1 antagonist	EPAC1 agonist	TDP43 rescue	EPAC2 antag
O=[N+]([O-])C1=CC=C2C(=NC3(CCCCC3)N2O)C1=NC1CCCCC1	0%	-6%	-1%	-20%[57.5 µM]	1%	-6%	-3%	8%
O=C(COc1ccc([N+](=O)[O-])cc1)N(C1CCCCC1)C1CCS(=O)(=O)C1 (stereo not drawn)	4%	-1%	6%	-2%	-10%	6%	-15%	-2%

# The results go on.
SMILES,aSyn yeast inh,FUS yeast rescue,EPAC2 agonist,PTHR1 agonist,EPAC1 antagonist,EPAC1 agonist,TDP43 rescue,EPAC2 antag
CCOC(=O)c1c(NC(=O)c2nn(C)cc2[N+](=O)[O-])sc(C)c1C,-27%,3%,-1%,15%,1%,2%,0%,16%
Cc1ccccc1-c1nc(CSc2nc3c(c(=O)[nH]2)CCC3)c(C)o1,-6%,-11%,-6%,i,?,-9%,24%,-10%
CCOC(=O)N1CCN(CC(O)COc2c(C)cccc2C)CC1 (stereo not drawn),-6%,nt,3%,-13%,-7%,-11%,-31%[inhibitor],-7%
CC1(C)c2[nH]c3ccccc3c2C[C@@H]2C(=O)N(Cc3ccccc3)C(=O)N21,nt,?,16%,-15%,-29%,-4%,nt,-5%
CSc1ccc(/C=C/C(=O)OCC(=O)NC2CC2)cc1,8%,-3%,0%,-16%,-17%,-1%,22µM*,-1%
CSCCNC(=O)C1(C)CCN1C(=O)c1sccc1C (stereo not drawn),3%,-23%,1%,i,-4%,-4%,0%,2%
CCOC(=O)c1ccc(COC(=O)c2ccc3c(c2)-c2ccccc2C3=O)cc1,-5%,nt,0%,i,-20%,-11%,15%,-1%
CCCC(=O)Nc1cc(S(=O)(=O)N(CC)CC)ccc1Cl,2%,-12%,-2%,-20%,-4%,6%,25%,-2%
Cc1ccc(NC(=O)C2CCCN(c3ncnc4c3nc3n4CCCCC3)C2)cc1Cl (stereo not drawn),12%,?,14%,-22%,-24%,-4%,?,-2%
COC(=O)CCN(c1ccccc1)S(=O)(=O)c1ccc(OC)cc1,4%,-20%,-8%,-7%[57.5 µM],3%,7%,23%,0%
O=C1CC(C(=O)N2CCCc3ccccc32)CN1c1ccc(Cl)cc1 (stereo not drawn),-5%,21%,17%,-13%,-2%,12%,?,-4%
CC(=O)Nc1ccc(S(=O)(=O)Nc2cccc(C(=O)NC(C)(C)C)c2)cc1,1%,-9%,7%,-8%[57.5 µM],-16%,-3%,20%,8%
Cc1ccc(-n2c(CCc3nc4ccccc4[nH]3)n[nH]c2=S)cc1,-3%,15%,13%,-26%,-8%,3%,-6%,2%
CN(CC1CCCN(CCc2ccc(Cl)cc2)C1)C(=O)CC(F)(F)F (stereo not drawn),6%,20%,-1%,i,2%,-8%,12%,9%
COc1ccc(N2CCN(C(=O)Cc3ccc(S(=O)(=O)N4CCOCC4)s3)CC2)cc1,0%,46%,-1%,-20%,-20%,6%,26%,-5%

# Random excerpt: three entries already listed.
SMILES,aSyn yeast inh,FUS yeast rescue,EPAC2 agonist,PTHR1 agonist,EPAC1 antagonist,EPAC1 agonist,TDP43 rescue,EPAC2 antag
COc1ccc(N2CCN(C(=O)Cc3ccc(S(=O)(=O)N4CCOCC4)s3)CC2)cc1,0%,46%,-1%,-20%,-20%,6%,26%,-5%
COC(=O)Cc1ccc(NC(=S)N2CCN(c3ccc(F)cc3)CC2)cc1,1%,nt,-2%,-30%[inhibitor],-6%,-10%,24%,6%
CCOC(=O)c1c(NC(=O)c2nn(C)cc2[N+](=O)[O-])sc(C)c1C,-27%,3%,-1%,15%,1%,2%,0%,16%

# An excerpt of these results, bar-delimited.
SMILES | aSyn yeast inh | FUS yeast rescue | EPAC2 agonist | PTHR1 agonist | EPAC1 antagonist | EPAC1 agonist | TDP43 rescue | EPAC2 antag
CC1(C)c2[nH]c3ccccc3c2C[C@@H]2C(=O)N(Cc3ccccc3)C(=O)N21 | nt | ? | 16% | -15% | -29% | -4% | nt | -5%
CSc1ccc(/C=C/C(=O)OCC(=O)NC2CC2)cc1 | 8% | -3% | 0% | -16% | -17% | -1% | 22µM* | -1%
CSCCNC(=O)C1(C)CCN1C(=O)c1sccc1C (stereo not drawn) | 3% | -23% | 1% | i | -4% | -4% | 0% | 2%
CCOC(=O)c1ccc(COC(=O)c2ccc3c(c2)-c2ccccc2C3=O)cc1 | -5% | nt | 0% | i | -20% | -11% | 15% | -1%

# Additional records follow:
SMILES,aSyn yeast inh,FUS yeast rescue,EPAC2 agonist,PTHR1 agonist,EPAC1 antagonist,EPAC1 agonist,TDP43 rescue,EPAC2 antag
O=C(Nc1ccccc1)N1N=C(c2ccc(F)cc2)CC1c1ccc(F)cc1 (stereo not drawn),-3%,nt,1%,-6%,-5%,3%,24%,-4%
CC(=O)Nc1ccccc1NC(=O)C(F)(F)F,4%,nt,2%,-1%,4%,-1%,-15%,4%
O=C(NCCc1ccccc1)c1c[nH]c2c(F)cccc2c1=O,-10%,13%,7%,-33%[inhibitor],-24%,1%,?,-9%
COc1ccc(N(C)S(=O)(=O)c2cccc(C(=O)NCC3CCCCC3)c2)cc1,5%,35%,1%,-20%,-15%,2%,25%,-4%
CC(C)(C)SCCNC(=O)Nc1ccccc1,3%,-5%,-7%,i,2%,10%,15%,-4%
COC(=O)[C@H](Cc1ccccc1)NC(=O)Cn1cnc2c(NCc3ccccc3)ncnc21,-1%,11%,14%,i,-9%,3%,8%,6%
CCc1c(C)c2ccc3c(c2oc1=O)CN(Cc1ccccc1)CO3,4.5µM*,-10%,nt,i,nt,nt,-7%,nt
O=C(c1ccncc1)N1CCN(S(=O)(=O)c2ccc3ccccc3c2)CC1,1%,8%,-2%,-69%[inhibitor],6%,2%,20%,-15%
Cc1ccc(NC(=O)c2nc3nccc(C)n3n2)cc1S(=O)(=O)N1CCCCC1,6%,5%,6%,-20%,-5%,4%,11%,4%
COc1cc(OC)c2c(-c3ccccc3)cc(=O)oc2c1C(CCN1CCN(c2ccccc2)CC1)c1ccc(N(C)C)cc1 (stereo not drawn),-8%,43%,-9%,-17%,8%,1%,12%,2%
CCOC(=O)c1c(C)n(C)c2c(C)cc(O)c(OC(=O)CC)c12,2%,-4%,-7%,i,0%,-3%,6%,10%
COc1cc(OC)c(C2=NOC(C(=O)Nc3c(C)n(C)n(-c4ccccc4)c3=O)C2)cc1Cl (stereo not drawn),-4%,3%,9%,i,-3%,1%,-10%,-5%
COc1cc(C(=O)N[C@H](C(=O)NC(C)C23CC4CC(CC(C4)C2)C3)C(C)C)cc(OC)c1OC (stereo partly drawn),-1%,?,-6%,i,-8%,-15%,-24%,17%
COc1ccccc1-n1c(SCC(=O)Nc2cccc(C(=O)O)c2)nnc1-c1ccccc1C,-3%,16%,2%,i,-12%,-2%,-8%,0%
CC(=O)N1CCN(C(=O)COC(=O)COc2c(C)cc(C)cc2C)CC1,-7%,nt,-1%,-1%,0%,10%,12%,7%
Cc1sc2nc(SCc3ccc(C(=O)O)cc3)n(Cc3ccco3)c(=O)c2c1C,4%,19%,-2%,-11%,-29%,4%,-15%,?
O=C(Nc1ccccc1)NC1CCN(CCCN2C(=O)c3ccccc3C2=O)CC1,-8%,9%,-7%,-5%[57.5 µM],5%,-2%,-14%,11%
Cc1[nH]c2ccccc2c1C(=O)CN1C(=O)C(=O)N(C2CCCC2)C1=O,-4%,26%,-10%,i,?,-10%,-27%,-21%

# Results in EPAC2 agonist and FUS yeast rescue, for 2 of the compounds above:
structure | EPAC2 agonist | FUS yeast rescue
O=C(c1ccncc1)N1CCN(S(=O)(=O)c2ccc3ccccc3c2)CC1 | -2% | 8%
COC(=O)[C@H](Cc1ccccc1)NC(=O)Cn1cnc2c(NCc3ccccc3)ncnc21 | 14% | 11%
